Tau FP inhib: qHTS for Inhibitors of Tau Fibril Formation, Fluorescence Polarization; Microtubule-associated protein tau (Homo sapiens), P10636; K18 P301L tau heparin fibrillization, Alexa594 FP, 6 h; Potency, µM (top dose mostly 57.7 µM), for the others: top-dose activity, negative = inhibition, usual class: inhibitors; 280,000 compounds, 0.39% hits; AID 1468, 2008; also: nearly all actives have a fitted effect of over 55% in size
Target sequence (P10636 561-689 P618L limits assumed): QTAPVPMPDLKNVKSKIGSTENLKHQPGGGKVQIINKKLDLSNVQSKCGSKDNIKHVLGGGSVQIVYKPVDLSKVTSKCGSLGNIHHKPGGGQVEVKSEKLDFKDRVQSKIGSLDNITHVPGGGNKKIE
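Human tau K18 […] P301L fragment, 15 uM unlabeled plus 0.24 uM Alexa 594-labeled tau (final), with compound and 20 uM heparin in 100 mM sodium acetate pH 7; 6 hr at 37 C, then Alexa 594 FP read.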
GoLoco inh red: qHTS Assay for Inhibitors of RGS12 GoLoco Motif Activity (Red Fluorophore); 230,000 compounds, 0.44% hits; Potency, µM (top dose mostly 61.6 µM), for inactives: at the highest dose activity, negative = inhibition, hits mostly inhibitors; Gai1:RGS12 GoLoco peptide FP, rhodamine, 10 min; AID 880, 2007; active = well fitted inhibition curve with a large enough effect, not every such curve was filed as active; inactive = no such curve, though single readings can be large or run the other way; also: nearly all actives have a fitted effect of over 30% in size; many of its hits are not listed in these tables
TR SRC2 fluor cs: Total Fluorescence Counterscreen for Inhibitors of the Interaction of Thyroid Hormone Receptor and Steroid Receptor Coregulator 2. TRb/SRC2 Texas Red total fluorescence interference. Potency, µM (doses to about 106 µM), for the others: top-dose fluorescence change, negative = quenching. 280,000 compounds, 0.29% hits; active = well fitted curve in either direction with a large enough effect; inconclusive = small, poorly fitted or top-dose-only effect
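Human TRb ligand-binding domain at 0.6 uM with 20 nM Texas Red SRC2 peptide in Tris buffer containing 1 uM T3 and 5% DMSO, incubated with compound 5 h at ambient temperature. Total fluorescence (555/632 nm) calculated as parallel + 2 × perpendicular.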
TRb SRC2 PPI: qHTS for Inhibitors of the Interaction of Thyroid Hormone Receptor and Steroid Receptor Coregulator 2; AID 1469, 2008; 280,000 compounds, 0.065% hits; Thyroid hormone receptor beta (Homo sapiens), P10828; TRbeta-SRC2 peptide binding, fluorescence polarization; receptor liganded with 1 µM T3; Potency, µM (highest dose often 106 µM), for inactives: top-dose activity change, negative = inhibition, most hits filed as inhibitors;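 also: plate controls were bound peptide for no effect and peptide without receptor for full effect; nearly all actives have a fitted effect of over 50% in size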
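Each compound concentration gave % activity, normalized to unbound and bound Texas Red SRC2 controls, from polarization read after 5 hr ambient incubation with T3-loaded human TRb LBD.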
RECQ1 inh: qHTS Assay for Inhibitors of RecQ-Like Dna Helicase 1 (RECQ1) | 240,000 compounds, 0.54% hits | RECQ1 DNA unwinding, red fluorescence kinetic read | Potency, µM (highest dose often 57.3 µM), for inactives: top-dose activity, negative = inhibition, actives largely listed as inhibitors;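 also: plate controls were vehicle for no effect and no enzyme for full effect; nearly all actives have a fitted effect of over 30% in size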
Target sequence (P46063 whole entry, looked up): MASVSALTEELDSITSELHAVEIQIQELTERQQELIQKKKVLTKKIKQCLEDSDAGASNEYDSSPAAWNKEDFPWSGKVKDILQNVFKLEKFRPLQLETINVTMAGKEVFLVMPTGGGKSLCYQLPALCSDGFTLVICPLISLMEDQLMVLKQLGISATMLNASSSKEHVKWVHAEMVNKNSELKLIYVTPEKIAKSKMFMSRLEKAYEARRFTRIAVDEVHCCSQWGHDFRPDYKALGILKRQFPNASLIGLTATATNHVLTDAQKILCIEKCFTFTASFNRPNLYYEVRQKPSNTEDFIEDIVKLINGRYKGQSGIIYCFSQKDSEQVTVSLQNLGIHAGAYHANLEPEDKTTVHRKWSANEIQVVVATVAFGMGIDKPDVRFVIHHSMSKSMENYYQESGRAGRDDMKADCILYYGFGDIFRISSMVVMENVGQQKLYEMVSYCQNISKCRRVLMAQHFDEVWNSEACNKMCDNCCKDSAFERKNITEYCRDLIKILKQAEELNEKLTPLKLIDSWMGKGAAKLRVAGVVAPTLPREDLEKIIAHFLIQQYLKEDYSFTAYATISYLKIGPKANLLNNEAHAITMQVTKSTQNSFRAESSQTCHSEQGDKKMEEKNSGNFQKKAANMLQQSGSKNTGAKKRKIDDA
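50 nM RECQ1T1 preincubated 15 min with compound in Tris pH 8.0 buffer with MgCl2, DTT, Tween-20 and 2.5 ug/ml poly(dI-dC); started with 200 nM TAMRA/BHQ-2 forked duplex and 2 mM ATP. Unwinding read as fluorescence (525/598 nm), two reads 2 h apart.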
L3MBTL1 inh: qHTS Assay for the Inhibitors of L3MBTL1 | Potency, µM (doses to about 57.1 µM), without a hit: at the highest dose activity, negative = inhibition, actives largely listed as inhibitors | Lethal(3)malignant brain tumor-like protein 1 (Homo sapiens), Q9Y468 | AlphaScreen L3MBTL1–H3K9me1 peptide binding | 230,000 compounds, 0.66% hits | AID 485360, 2010; also: nearly all actives have a fitted effect of over 60% in size
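AlphaScreen assay: L3MBTL1 (50 nM final) was preincubated 30 min at room temperature with biotinylated H3(1-15)K9me1 peptide (75 nM final), then 30 min with library compounds; streptavidin donor and nickel chelate acceptor beads (10 ug/mL final) added, 30 min dark.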
Tau fibril ThT: qHTS for Inhibitors of Tau Fibril Formation, Thioflavin T Binding. Microtubule-associated protein tau (Homo sapiens), P10636. recombinant tau K18 P301L (four-repeat tau fragment), heparin-induced fibrillization, ThT fluorescence. Potency, µM (series often up to 57.4 µM), inactives show top-dose activity, negative = inhibition, usual class: inhibitors. 270,000 compounds, 2.1% hits; also: nearly all actives have a fitted effect of over 55% in size
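Recombinant human tau K18 fragment […] carrying P301L, 15 uM unlabeled plus 0.24 uM Alexa 594-labeled, was fibrillized with 20 uM heparin in 100 mM sodium acetate pH 7 for 6 hr at 37 C; 30 uM ThT fluorescence read after 1 hr.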
KDM4E inh: qHTS Assay for Inhibitors of Human Jumonji Domain Containing 2E (JMJD2E); Lysine-specific demethylase 4E (Homo sapiens), B2RXH2; JMJD2E catalytic domain, FDH-coupled NADH fluorescence (FDH is formaldehyde dehydrogenase); Potency, µM (top dose mostly 57.1 µM), inactives show top-dose activity change, negative = inhibition, actives largely listed as inhibitors; 230,000 compounds, 1.6% hits; AID 2147, 2009; active = well fitted inhibition curve with a large enough effect, not every such curve was filed as active; inconclusive = small, poorly fitted or top-dose-only effect, or another doubt; inactive = no such curve, though single readings can be large or run the other way;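 also: 0% = wells with enzyme and -100% = buffer wells without enzyme; nearly all actives have a fitted effect of over 50% in size; many of its hits are not listed in these tables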
An asterisk follows results filed as active; i = inactive; ? = inconclusive; . = not tested or not shown; [ ] = remark or other dose. Unless noted, calls follow the shape of the dose curve; as a rule, active = well fitted curve in the direction sought with a large enough effect; inconclusive = small, poorly fitted or top-dose-only effect, or another doubt; inactive = no such curve, though single readings can be large; an effect the other way counts as inactive or inconclusive. Unless noted, % is scaled to controls: 0 for no effect and ±100 for the full control effect; potency is read from the fitted curve at half-maximal effect. Some of the compounds tested (hit frequency here may not be typical).

SMILES	Tau FP inhib	GoLoco inh red	TR SRC2 fluor cs	TRb SRC2 PPI	RECQ1 inh	L3MBTL1 inh	Tau fibril ThT	KDM4E inh
CC(C)(C)[C@H]1C=C(C(=O)N2CCN(Cc3ccc4c(c3)OCO4)CC2)O[C@@H](OCc2ccc(CO)cc2)C1	4%	8%	0%	-1%	i	-11%	-16%	-1%
O=C(c1cnn2c(C(F)F)cc(-c3ccccc3)nc12)N1CCSCC1	7%	15%	4%	-3%	i	32%[activator]	-5%	-4%
COc1ccc(/C(C)=N/NC(=O)c2nc(C)cc(C)n2)cc1	-4%	6%	3%	-5%	i	.	?	14%
COc1ccc(N=C2S/C(=C\c3ccc(N4CCOCC4)o3)C(=O)N2CCc2c[nH]c3ccccc23)cc1	6%	219%[activator]	-3%	0%	-1%	-16%	14µM*	-9%
CCCNC(=O)C1CC(=O)N(c2ccc(OCC)cc2)C1 (stereo unspecified)	4%	-6%	0%	4%	-6%	.	-3%	3%
O=C(COc1ncnc2cc([N+](=O)[O-])ccc12)N(CCc1ccccc1)Cc1ccccc1	3%	36%[activator]	-1%	-5%	i	-3%	-9%	-1%
COc1cc(C)nc(NC(=S)N(C)C(=O)c2ccccc2)n1	-5%	7%	-2%	1%	-10%	15%	-17%	-4%
CS(=O)(=O)N(CC(=O)N1CCCC1)c1cccc(Cl)c1	-7%	3%	0%	-13%	i	-4%	3%	1%
CC1CN(CC(=O)Nc2ccc([N+](=O)[O-])cc2Br)CC(C)O1 (stereo unspecified)	-1%	7%	-3%	-8%	i	5%	-4%	-5%
CCn1cc(CNCc2cn(C)nc2-c2ccc(C3CCCCC3)cc2)cn1	6%	0%	-2%	-1%	-1%	-3%	-10%	3%
COc1cc(N2C(=O)CC3(CCCC3)CC2=O)cc(OC)c1OC	-8%	-2%	1%	1%	10%	.	.	0%
O=C(COc1ccc2c(c1)OCO2)Nc1ccc2c(c1)oc1ccccc12	-10%	6%	-3%	-1%	i	-3%	?	-16%
S=c1[nH]nc(CSCCOc2ccccc2)o1	-1%	2%	-1%	-10%	i	11%	-7%	-27%
Cc1ccccc1-c1noc(C2CCCCC2)n1	7%	2%	2%	9%	-10%	.	2%	-2%
CC(C)n1nc(C(=O)Nc2nc3ccccc3[nH]2)c2ccccc2c1=O	9%	4%	-3%	-1%	i	-7%	-13%	5%
COC(=O)Nc1ccc(S(=O)(=O)N2CCC(C(=O)N3CCCCC3C)CC2)cc1 (stereo unspecified)	-7%	1%	-6%	1%	-3%	1%	-6%	-3%
CCOc1ccc(/C(O)=C2\C(=O)C(=O)N(CCOCCO)C2c2ccccc2OC)cc1 (stereo unspecified)	-3%	-2%	-1%	-5%	-18%	-6%	-4%	8%
COc1ccccc1-c1noc(CCCC(=O)Nc2ccc(C(N)=O)cc2)n1	0%	1%	-5%	-6%	i	42%[activator]	-13%	-22%
Cc1ccc(C23CC4CC(CC(NC(=O)NCCN(C)C)(C4)C2)C3)cc1	6%	4%	0%	7%	i	.	0%	6%
O=C(c1ccc2c(c1)N(Cc1ccc(F)cc1)C(=O)c1ccccc1S2(=O)=O)N1CCN(Cc2ccccc2)CC1	6%	.	-1%	-2%	.	.	-2%	.
CCOC(=O)c1c(C)[nH]c(C)c1S(=O)(=O)NCC(=O)Nc1cccc(C(F)(F)F)c1	1%	.	0%	-8%	.	.	4%	.
O=C(Nc1ccccc1)c1ccc(-c2ccccc2)s1	-3%	-6%	-2%	6%	-15%	.	11%	-28%
COC(=O)c1c(NC(=O)CSc2nncs2)sc2c1CCCCC2	2%	11%	0%	-4%	-4%	-4%	?	-4%
O=C(NCCn1cccc1)c1cccc2ccccc12	-1%	4%	-2%	0%	2%	-4%	-4%	0%
CS(=O)(=O)NCCCCNc1ccc(C(F)(F)F)cc1[N+](=O)[O-]	2%	11%	-1%[53 µM]	-1%[53 µM]	12%	-12%	?	3%
COc1cc(NC(=S)NCCCN2CCOCC2)cc(OC)c1OC	3%	7%	-2%	-2%	i	4%	4%	2%
COc1ccc(/C=C/C(=O)c2c(O)ccc3c(C)cc(=O)oc23)cc1	5%	-4%	0%	1%	-7%	4%	?	-2%
O=C(COc1ccc(Cl)cc1)OCc1cc(=O)n2nc(C3CCCCC3)sc2n1	-2%	.	-4%	-2%	.	.	?	.
OC(c1cc(-c2ccc(C(F)(F)F)cc2)nc(C(F)(F)F)c1)C1CCCCN1 (stereo unspecified)	?	19%	0%	2%	1%	1%	-6%	3%
CCOc1ncccc1C(=O)OCc1ccc(C(=O)OC)cc1	4%	11%	-3%	6%	-10%	23%	?	4%
Cc1ccccc1NC(=O)NC(C)(C)CC(C)(C)C	-1%	-20%	-3%	11%	-6%	6%	-5%	6%
O=C(Nc1cccnc1)c1cc(-c2ccccc2O)on1	5%	15%	-7%	-6%	i	.	.	-25%
Cc1[nH]n(-c2ccccc2)c(=O)c1C(C[N+](=O)[O-])c1ccc(Cl)cc1 (stereo unspecified)	9%	8%	-3%	-18%	-2%	-11%	?	?
CCn1nc([N+](=O)[O-])c(C(C#N)c2nc3cc(C(F)(F)F)ccc3s2)c(Cl)c1=O (stereo unspecified)	20µM*	1%	-19%	-5%	-14%	.	4.5µM*	6%
CCCCCN(C(=O)NC(=O)NCCCC)S(C)(=O)=O	1%	3%	1%	-6%	-3%	7%	-4%	4%
C/C(=C\c1ccco1)C1C(C#N)=C(N)Oc2n[nH]c(-c3ccccc3)c21 (stereo unspecified)	-11%	4%	-1%	6%	-2%	-9%	?	-7%
COc1cccc(C(=O)Nc2ccncc2)c1	7%	-3%	-4%	-5%	2%	9%	-3%	9%
COC(=O)C1=C(C)N(CCCC(=O)O)C(=O)NC1c1cccs1 (stereo unspecified)	-4%	0%	-3%	5%	-11%	8%	-4%	4%
O=C(CSc1ccc2nnc(-c3ccccn3)n2n1)NCC1CCCO1 (stereo unspecified)	-5%	-20%	-2%	-6%	-1%	.	-10%	-142%
N#C/C(=C\c1cc(Cl)c(OCc2ccc(Cl)cc2)c(Cl)c1)C(N)=O	-5%	-7%	-4%	-15%	-1%	.	?	1%
Cc1oc(-c2cccc(Cl)c2)nc1CS(=O)(=O)CC(=O)NC(C)CCc1ccccc1 (stereo unspecified)	3%	.	-1%	0%	.	.	-11%	.
COc1cc(OC)c(NC(=O)c2c(C)oc3ncnc(N4CCCCC4)c23)cc1Cl	3%	.	3%	-5%	.	.	-6%	.
COc1cccc(-n2c(SCC(=O)Nc3c(C)cc(C)cc3C)nc3c([nH]c4ccccc43)c2=O)c1	-1%	.	-4%	3%	.	.	-1%	.
CNC(=S)N1N=C(c2ccc(Br)cc2)CC1c1ccc(OC)cc1 (stereo unspecified)	-1%	8%	-1%[53 µM]	-4%[53 µM]	10%	-1%	-2%	?
Cc1ccc(C(=O)c2c[nH]c(C(=O)NCCCN3CCOCC3)c2)cc1	3%	3%	2%	1%	3%	-1%	7%	-6%
NC(=O)C(c1ccc(Cl)cc1Cl)c1ncc(C(F)(F)F)cc1Cl (stereo unspecified)	1%	5%	-7%	-3%	-8%	0%	-6%	1%
Cc1ccc(/C=C/C(=O)Nc2ccccc2C(N)=O)cc1	-3%	10%	0%	3%	-3%	8%	2%	?
O=C(O)c1ccc(CSc2nnc(-c3ccccc3)n2-c2ccccc2)cc1	-1%	4%	0%	-3%	-3%	-1%	-9%	0%
COC(=O)C(Cc1c[nH]c2ccccc12)NC(=O)c1cccs1 (stereo unspecified)	-6%	9%	0%	7%	7%	-8%	2%	1%

Compound profiles, from the list above. Screens in order: Tau FP inhib | GoLoco inh red | TR SRC2 fluor cs | TRb SRC2 PPI | RECQ1 inh | L3MBTL1 inh | Tau fibril ThT | KDM4E inh
Profile of COC(=O)C(Cc1c[nH]c2ccccc12)NC(=O)c1cccs1 (stereo unspecified) → -6% | 9% | 0% | 7% | 7% | -8% | 2% | 1%
Profile of COc1cccc(-n2c(SCC(=O)Nc3c(C)cc(C)cc3C)nc3c([nH]c4ccccc43)c2=O)c1 → -1% | . | -4% | 3% | . | . | -1% | .
Profile of Cc1ccc(/C=C/C(=O)Nc2ccccc2C(N)=O)cc1 → -3% | 10% | 0% | 3% | -3% | 8% | 2% | ?
Profile of Cc1ccc(C(=O)c2c[nH]c(C(=O)NCCCN3CCOCC3)c2)cc1 → 3% | 3% | 2% | 1% | 3% | -1% | 7% | -6%

Of the compounds above, two contain bromine.
SMILES	Tau FP inhib	GoLoco inh red	TR SRC2 fluor cs	TRb SRC2 PPI	RECQ1 inh	L3MBTL1 inh	Tau fibril ThT	KDM4E inh
CC1CN(CC(=O)Nc2ccc([N+](=O)[O-])cc2Br)CC(C)O1 (stereo unspecified)	-1%	7%	-3%	-8%	i	5%	-4%	-5%
CNC(=S)N1N=C(c2ccc(Br)cc2)CC1c1ccc(OC)cc1 (stereo unspecified)	-1%	8%	-1%[53 µM]	-4%[53 µM]	10%	-1%	-2%	?
